# tuberculosis growth: growth inhibition of non-replicating M. tuberculosis (AID 488890); Mycobacterium tuberculosis non-replicating, growth inhibition; higher % means a stronger effect; one-dose inhibition, % at 25 µM; IC50 in µM for titrated hits; actives 0.39% (n = 320,000); in the data active = a potency from the dose series; inconclusive = inhibition mostly from about 82% at the one dose, without a potency; inactive = the rest, 99 in 100 with inhibition below about 76%;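 note: plate controls were DMSO cells for no effect and high antibiotic wells for full effect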
# PhoP GFP inhibition: PhoP regulon inhibitors, Salmonella typhi PhoP promoter GFP reporter, confirmatory (AID 1850) | Salmonella Typhi PhoP-promoter GFP reporter, fluorescence, 4 h; higher % means a stronger effect | inhibition, % at 50 µM, or IC50 in µM where a hit was titrated | actives 0.33% (n = 310,000); in the data active = a potency from the dose series; inconclusive = inhibition mostly from about 25% at the one dose, without a potency; inactive = the rest, 99 in 100 with inhibition below about 19%;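 note: 0% = induced wells with vehicle and 100% = uninduced wells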
# VEEV TC-83 Vero: inhibitors of VEEV TC-83 cytopathic effect, confirmation, Vero cells (AID 588727). Vero cells, VEEV TC-83 cytopathic effect inhibition; higher % means a stronger effect. inhibition, % at 20 µM, or IC50 in µM where a hit was titrated. actives 0.13% (n = 350,000); in the data active = a potency from the dose series; inconclusive = inhibition mostly from about 14% at the one dose, without a potency; inactive = the rest, 99 in 100 with inhibition below about 12%; note: strong numbers were not always called active
# H37Rv inhibition: M. tuberculosis growth inhibition, HTS (AID 449762) | M. tuberculosis H37Rv growth inhibition, 7H9 media; higher % means a stronger effect | inhibition, % at 25 µM, or IC50 in µM where a hit was titrated | actives 0.59% (n = 330,000); in the data active = a potency from the dose series; inconclusive = inhibition above about 70% without an active follow-up result;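 note: bacterial growth assessed after seven days of incubation; strong numbers were not always called active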
# influenza NS1A: NS1A inhibition, H1N1 influenza, cell based functional assay (AID 504329). NS1A functional cell-based assay, percent inhibition; higher % means a stronger effect. inhibition, % at 12.5 µM, or IC50 in µM where a hit was titrated. actives 0.3% (n = 340,000); in the data active = a potency from the dose series; inconclusive = inhibition above about 27% without an active follow-up result; note: strong numbers were not always called active
# VEEV TC-83 Vero 10K pilot screen: second read-out of VEEV TC-83 Vero, no call of its own (marks repeat the call); inhibition, %; measured here: 10K pilot screen inhibition
# The depositor's hits bear a star; i = inactive; ? = inconclusive; . = no result given. This is a random part of the collection; 1.5% or so of the library scored in one or more.
SMILES,tuberculosis growth,PhoP GFP inhibition,VEEV TC-83 Vero,H37Rv inhibition,influenza NS1A,others
CCOC(=O)c1c2c(c(=S)n(-c3ccccc3)c1N)CCC2,13%,-10%,4.5%,2%,9%,VEEV TC-83 Vero 10K pilot screen=3.4
CC(NC(=O)C(c1ccccc1)c1ccccc1)C(=O)N1CCCCC1 (stereo unspecified),-7%,0%,0.7%,1%,17%,
CC1Cc2nc(SCC(=O)Nc3ccc(F)cc3)n(C)c(=O)c2S1 (stereo unspecified),55%,-8%,6.7%,-7%,0%,
Fc1ccc(-n2nnc(-c3nccs3)n2)cc1,10%,5%,0.1%,2%,-5%,
O=S(=O)(c1ccc(Br)cc1)N1CCCN(Cc2cccc(F)c2)CC1,34%,-4%,i,2%,0%,
O=C(COC(=O)C1(c2ccccc2F)CCCC1)NCc1ccc2c(c1)OCO2,18%,-1%,5.3%,4%,0%,
Cc1cccc(-c2nc(CSCC(=O)NCCCN3CCOCC3)c(C)o2)c1,12%,-17%,0.6%,-7%,-10%,
c1ccc(Oc2cccc(OCCn3cncn3)c2)cc1,17%,-7%,2.9%,-10%,-11%,
Cc1c(C(=O)Nc2nc3ccccc3[nH]2)oc2ccccc12,?,-6%,4.5%,?,-5%,
CC(C)(C)C(CN1CCCC1)OC(=O)c1ccccc1 (stereo unspecified),-16%,-8%,0.1%,8%,-3%,
Cc1ccc(N(CCC#N)C(=O)CCl)cc1C,?,-2%,?,0.98µM*,-2%,
CCOc1ccc(S(=O)(=O)N(CC)CC)cc1N,-4%,0%,i,-8%,9%,
CC(=O)Nc1cccc(-c2csc(Nc3cccc(C)n3)n2)c1,8%,-10%,8.6%,-1%,-4%,
COc1ccc(-c2cc(-c3ccccc3)nc(SCC(=O)Nc3ncc(C)s3)c2C#N)cc1,-13%,3%,2.7%,10%,-6%,
O=C(Cn1cnc2c(OCc3ccccc3)ncnc21)NCc1nc2ccccc2[nH]1,-4%,.,1.9%,4%,-3%,
CC(C)(C)C(=O)CN1CCN(C2c3ccccc3-c3ccccc32)CC1,4%,-4%,i,-3%,5%,
COc1cc(/C=N/S(=O)(=O)CCc2ccccc2)cc(OC)c1O,0%,1%,i,-2%,13%,
O=C(Cc1ccccc1)NCC(=O)N/N=C/c1ccc(C(=O)O)cc1,-4%,-4%,0.9%,2%,0%,
CC1(C)CC(=O)C2=C(C1)N(c1ccccc1)C(=O)C2(O)C(F)(F)F (stereo unspecified),-5%,-2%,0.0%,-5%,-9%,
Cc1oc2cc(O)ccc2c(=O)c1Oc1ccccc1,11%,4%,0.7%,11%,-13%,
CCOC(=O)N1CCN(C(=O)COC(=O)C2CCN(S(=O)(=O)c3ccc(C)c(C)c3)CC2)CC1,-12%,6%,2.0%,-2%,-5%,
O=C(NCC(c1cccnc1)N1CCN(c2ccccc2)CC1)c1ccco1 (stereo unspecified),4%,-4%,i,-7%,-7%,
CC1CCc2c(sc3ncn4c(SCC(=O)NCc5ccco5)nnc4c23)C1 (stereo unspecified),0%,-10%,i,-13%,-12%,
CCN(C(=O)CSc1nc2cc(C(=O)OC)ccc2c(=O)n1Cc1ccco1)c1cccc(C)c1,9%,-4%,i,4%,-21%,
NNCCc1ccccc1,29%,4%,0.7%,19%,-3%,
Fc1ccc(C2NC(=S)NC3=C2N2CCC3CC2)cc1 (stereo unspecified),-2%,-16%,i,-7%,-10%,
COc1ccc(C2=NN(C(=O)COc3ncnc4ccccc34)C(c3ccco3)C2)cc1 (stereo unspecified),14%,7%,10%,5%,14%,
COc1cccc(NS(=O)(=O)NC(=O)c2c(C)[nH]c3ccccc23)c1,12%,-4%,0.5%,3%,-2%,
O=C1C=CC(=O)N1CCNc1ncc(C(F)(F)F)cc1Cl,.,.,?,.,-7%,
COc1cccc(CN2CC(C(=O)NCCCc3ccncc3)CCC2=O)c1 (stereo unspecified),-20%,-9%,2.9%,-2%,-9%,
COc1ccc(CC(=O)NC(C)(C)C)cc1S(=O)(=O)N1CCOCC1,.,2%,2.2%,-6%,6%,
O=C1CCc2cc(S(=O)(=O)NCc3ccc(F)cc3)cc3c2N1CC3,.,.,1.0%,.,-2%,
COCCNS(=O)(=O)c1cc(OC)c(C)cc1C,-1%,-2%,1.0%,-6%,-8%,
Cc1ccc(NC(=O)CN(C)C(=S)NC2CC2)cc1,35%,4%,i,8%,-5%,
COc1cccc(CN(C)S(=O)(=O)c2c(C)noc2C)c1OC,.,.,3.0%,.,-5%,
COc1ccc(C(=O)NCCc2nnc(SCC(=O)Nc3ccccc3C(C)C)n2C)cc1,15%,-5%,i,-10%,-1%,
CN(C)CCCN(Cc1cc2cc3c(cc2[nH]c1=O)OCO3)C(=S)Nc1ccccc1,-2%,-1%,6.0%,-8%,-2%,
CN(CC(=O)Nc1ccccc1Br)C(=O)c1cc2c(s1)CCCCC2,39%,1%,7.4%,-8%,-1%,
Cc1cc(NC(=O)c2ccc(S(=O)(=O)Nc3ccccc3)cc2)no1,10%,1%,7.9%,4%,21%,
O=C(O)CCCNS(=O)(=O)c1ccc(NCc2ccccc2)c(C(=O)O)c1,.,-4%,3.6%,0%,-12%,
Cn1cccc1CC(=O)NNC(=S)Nc1ccc(Cl)cc1Cl,9%,-7%,0.1%,4%,4%,
COc1ccc(-c2ccc(CNCc3ccccn3)o2)cc1Cl,79%,-7%,.,?,.,
CC(C)(C)NC(=O)COC(=O)c1ccccc1NC(=O)c1ccco1,74%,-5%,i,?,5%,
Cc1ccnc(Nc2nc(-c3ccc(O)cc3)cs2)c1,-4%,-13%,8.8%,12%,-1%,
COc1cc2c(cc1OC)[C@@H](NC(=O)CCc1ccccc1)[C@H](O)C2,.,.,i,.,-3%,
O=c1[nH]c(=O)n(CCc2ccccc2)c(O)c1/C=N/N1CCOCC1,9%,4%,i,2%,-25%,
CC1CCN(CC(=O)Nc2ccccc2Sc2ccccc2)CC1,17%,8%,i,-1%,-6%,
O=C(CSC(=S)N1CCCC1)N1CCN(S(=O)(=O)c2cccc([N+](=O)[O-])c2)CC1,0%,-6%,0.3%,-12%,8%,
O=C(CN1CCN(CCO)CC1)Nc1ccccc1,-6%,-5%,i,-6%,5%,
C=CCOc1ccc(C(=O)/C=C2/C(=O)Nc3ccccc32)cc1,72%,-3%,2.9%,5%,-2%,

# Further compounds
SMILES,tuberculosis growth,PhoP GFP inhibition,VEEV TC-83 Vero,H37Rv inhibition,influenza NS1A,others
Cc1ccc(S(=O)(=O)NCCSc2nnnn2-c2ccccc2)cc1,16%,11%,0.6%,8%,8%,
CN(C(=S)NC(=O)Cc1ccccc1)c1ccccc1,2%,-4%,i,10%,-14%,
COc1cc(C=Nc2ccccc2C(=O)Nc2ccccc2)cc(OC)c1OC,32%,0%,9.4%,4%,3%,
COc1ccc(-c2cc(=O)c3c(O)c(OC)c(O)cc3o2)cc1,-15%,-2%,8.7%,-11%,-17%,
CCc1cccc(NC(=O)c2cccc(S(=O)(=O)N3CCN(C)CC3)c2)c1,2%,-2%,0.9%,-2%,10%,
COc1ccc(N2C(=O)CC(N3CCOCC3)C2=O)cc1 (stereo unspecified),-1%,23%,1.3%,-7%,-2%,
C/C(=N\NS(=O)(=O)c1ccccc1)c1ccccc1,0%,-4%,i,3%,-5%,
COP(=O)(OC)C(Nc1cc(Cl)cc(Cl)c1)c1cccc(O)c1 (stereo unspecified),21%,5%,i,10%,5%,
CN(C)c1ccc(NC(=O)c2ccc(N3CCOCC3)nc2)cc1,59%,1%,0.9%,-9%,2%,
C/C(N)=C(/C#N)C(=O)COC(=O)c1oc2ccccc2c1COC(C)C,-11%,-6%,0.5%,2%,-9%,
COc1ccccc1CNC(=O)CCCN1C(=O)COc2ccc(C)cc21,9%,2%,3.3%,-5%,9%,
O=C(Nc1cccc(Cl)c1Cl)C1CCN(C(=O)c2cccs2)CC1,-7%,6%,i,11%,-8%,
O=C1C2C3C=CC([C@@H]2C(=O)N1C1CC1)[C@H]1C(=O)N(C2CC2)C(=O)C31 (stereo partly specified),.,2%,1.2%,-6%,-14%,
O=C(/C=C/c1ccc(S(=O)(=O)N2CCOCC2)cc1)NCc1ccccc1,38%,2%,i,4%,2%,
NC(=O)c1nsc(C(=O)N(Cc2ccco2)C(C(=O)NC2CCCC2)c2ccc(O)cc2)c1N (stereo unspecified),.,.,6.6%,.,13%,
CCCCS(=O)CC(COc1ccc(Cl)cc1)OC(=O)c1ccccc1 (stereo unspecified),26%,5%,1.7%,3%,2%,
COc1ccc(C(CNC(=O)Cc2ccccc2F)N2CCCCC2)cc1 (stereo unspecified),-11%,6%,i,0%,-11%,
CC(C)NC(=O)c1ccccc1NC(=O)/C=C/c1cccc([N+](=O)[O-])c1,3%,14%,1.3%,-2%,-5%,
O=C(NC1CCCCC1)C(c1cccs1)N(C(=O)C(F)(F)F)c1ccccc1 (stereo unspecified),.,-13%,0.9%,-2%,-8%,
O=C(CC1(O)C(=O)N(CCc2ccccc2)c2ccccc21)c1ccccn1 (stereo unspecified),63%,-9%,1.1%,-5%,-10%,
CC(C(=O)NCc1ccco1)n1ccc2cc(S(=O)(=O)N3CCCC3)ccc21 (stereo unspecified),1%,-2%,0.5%,-7%,1%,
CCCCc1nc2cc(C(=O)N3CCCCC3CC(=O)OCC)ccc2o1 (stereo unspecified),16%,-6%,1.8%,-1%,-9%,
O=C(NNC(=O)c1ccccc1Cl)c1ccc2c(=O)n3c(nc2c1)CCC3,2%,.,1.7%,5%,-17%,
O=S(=O)(N/N=C/c1ccccc1OCc1ccc(Cl)cc1)c1ccccc1,11%,-7%,7.9%,-1%,0%,
Cc1ccc(S(=O)(=O)N2CCN(C(=O)c3ccco3)CC2)cc1C,-6%,-8%,0.4%,-1%,17%,
O=C(O)CC(Cc1ccccc1)C(=O)Nc1ccc([N+](=O)[O-])cc1 (stereo unspecified),0%,-5%,0.8%,-2%,2%,
CCOc1ccccc1CNC(=O)CCc1cn(C)c2ccccc12,18%,-3%,0.1%,2%,-10%,
O=C(CSC1=NC(=O)C(Cc2ccccc2)C(=O)N1)Nc1ncc(Br)cc1Br (stereo unspecified),10%,-5%,1.1%,10%,-6%,
Cc1c(NC(=O)/C(=C/c2cccs2)c2cccs2)c(=O)n(-c2ccccc2)n1C,19%,-3%,3.9%,8%,-5%,
CCn1cc([N+](=O)[O-])c(C(=O)N2N=C(c3ccc4ccccc4c3)CC2c2ccccc2O)n1 (stereo unspecified),35%,10%,11%,50µM*,0%,
CN(C)C(CNC(=O)c1cc(S(=O)(=O)N(C)c2ccc(F)cc2)ccc1Cl)c1ccco1 (stereo unspecified),-9%,-1%,i,-7%,-4%,
COc1ccc(C(C)NCCC(c2ccc(OC(C)C)cc2)c2ccccc2OC)cc1 (stereo unspecified),?,1%,i,?,29%,
N#Cc1ccc(C2=CC(=O)C[C@H](c3ccc(F)cc3)C2)cc1,26%,.,0.1%,1%,1%,
Cn1c(=O)c(C(=O)COC(=O)c2cc(C(F)(F)F)nc3ccccc23)c(N)n(Cc2ccccc2)c1=O,41%,-5%,.,30%,.,
